# Screening data from PubChem.
# Cdc42 wt – changes GTP binding to wildtype human Cdc42. AID 761. 0.2% of 190,000 active. P60953. GST-Cdc42 beads, Bodipy-GTP binding, flow cytometry; actives lie on both sides. percent activity (GTP binding), % at 10 µM;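 active = percent activity GTP binding at least 20 points away from the 100% baseline, either down as inhibitor or up as activator; inconclusive = compound flagged as likely green fluorescent from well-wide comparison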;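 also: median bead fluorescence of bound Bodipy-FL-GTP at 100 nM; 0% = excess unlabeled GTP control and 100% = no compound control; below 100% means less GTP binding so inhibitor and above means activator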
# Target sequence (P60953 whole entry, looked up): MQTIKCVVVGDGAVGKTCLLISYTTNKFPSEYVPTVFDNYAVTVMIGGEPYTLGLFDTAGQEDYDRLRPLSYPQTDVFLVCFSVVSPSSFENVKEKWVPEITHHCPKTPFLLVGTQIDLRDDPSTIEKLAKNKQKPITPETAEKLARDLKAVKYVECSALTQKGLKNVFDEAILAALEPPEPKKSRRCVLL
# Mcl1-Noxa inh – Mcl-1/Noxa interaction inhibition. Q07820. TR-FRET Mcl-1/Noxa peptide binding, 2 h. inhibition, % at 21.7 µM. 1.5% of 220,000 active. AID 1022;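 active = compounds that cut the protein-peptide binding signal by more than 50% relative to plate controls in a single-dose test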;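 also: His-tagged Mcl-1 with rhodamine Noxa BH3 peptide and terbium anti-His antibody; 0% = Mcl-1 plus Noxa peptide wells and 100% = peptide-only wells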
# Target sequence (Q07820 whole entry, looked up): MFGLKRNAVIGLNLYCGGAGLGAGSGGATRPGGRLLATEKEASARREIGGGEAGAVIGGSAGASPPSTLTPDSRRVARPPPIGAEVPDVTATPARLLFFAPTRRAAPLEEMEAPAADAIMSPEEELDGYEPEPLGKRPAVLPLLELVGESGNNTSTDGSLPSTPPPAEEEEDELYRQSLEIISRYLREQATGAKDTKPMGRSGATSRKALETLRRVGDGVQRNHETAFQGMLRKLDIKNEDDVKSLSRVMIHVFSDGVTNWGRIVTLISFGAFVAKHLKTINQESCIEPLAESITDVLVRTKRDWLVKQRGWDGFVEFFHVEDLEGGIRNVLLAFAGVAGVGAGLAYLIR
# Rac1 wt GTP bind – modulators of human Rac1 wildtype GTP binding; GST-Rac1 beads, fluorescent GTP binding, flow cytometry; actives lie on both sides; 0 = cold GTP competed, 100 = untreated; GTP binding activity (% of control), % at 10 µM; 0.27% of 190,000 active; AID 757;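 active = GTP binding activity at least 20 points away from the 100% control level, either lower or higher; inconclusive = compound flagged as likely green fluorescent, judged across all proteins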
# Rab7 wt modul – modulators of GTP binding to dog Rab7 wildtype GTPase | GST-Rab7 beads, fluorescent GTP binding, flow cytometry; actives lie on both sides; untreated = 100%, excess cold GTP = 0% | 0.055% of 190,000 active | AID 758 | GTP binding activity (percent of control), % at 10 µM;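 active = fluorescent GTP binding to Rab7 beads changed by at least 20 points from the 100% baseline, either direction, mostly lower; inconclusive = compound itself probably fluorescent, or too few beads counted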;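 also: median green fluorescence of bound Bodipy-FL-GTP per Rab7 bead population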
# Rac1 act GTP bind – alters GTP binding to activated mutant human Rac1; P63000; GST-Rac1 activated beads, fluorescent GTP binding, flow cytometry; actives lie on both sides; 100% means binding = to untreated wells; percent activity (GTP binding), % at 10 µM; 0.11% of 190,000 active; AID 764;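 active = GTP binding at least 20 percentage points away from the 100% baseline, in either direction, so actives lie on both sides; inconclusive = Compound likely fluorescent itself, or too few beads counted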
# RGS8-Gao – modulates binding of RGS8 to human Galphao; multiplexed bead flow cytometry; actives lie on both sides; response (percent of control binding), % at 10 µM; 0.34% of 220,000 active; AID 1423; in the data active = response below about 60% or above about 140%; inactive = in between;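 also: Galphao activated as the GDP aluminium fluoride complex binding bead-coupled RGS8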
# Target sequence (P09471 whole entry, looked up): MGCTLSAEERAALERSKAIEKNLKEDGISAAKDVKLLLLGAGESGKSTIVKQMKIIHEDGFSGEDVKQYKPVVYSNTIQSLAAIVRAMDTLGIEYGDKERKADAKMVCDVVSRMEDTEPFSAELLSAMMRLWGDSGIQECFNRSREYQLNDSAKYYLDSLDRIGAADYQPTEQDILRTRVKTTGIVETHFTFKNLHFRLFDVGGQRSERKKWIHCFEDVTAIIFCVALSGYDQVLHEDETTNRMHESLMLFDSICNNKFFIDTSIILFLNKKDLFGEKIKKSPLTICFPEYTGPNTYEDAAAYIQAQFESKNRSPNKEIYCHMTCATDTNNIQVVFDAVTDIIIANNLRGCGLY
# Rab2A wt mod – changes GTP binding to wildtype dog Rab2A, up or down. GST-Rab2 wt beads, Bodipy-GTP binding, flow cytometry. GTP binding activity, % at 10 µM. AID 760. 0.19% of 190,000 active. P61105;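 active = GTP binding activity at least 20 points away from 100%, either lowered or raised; inconclusive = signal likely due to the compound's own green fluorescence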;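 also: 0% = beads with excess unlabeled GTP and 100% = no-compound control corrected for plate trend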
# Mcl-1 Bim block – human Bim-Mcl-1 interaction inhibition; Q07820; Bead-based flow cytometry, Bim peptide-Mcl-1 binding; inhibition, % at 10 µM; 0.1% of 190,000 active; in the data active = inhibition above about 40%;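 also: 0% = no compound tracer wells and 100% = peptide blocker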
# Mcl1-Bid inh – Mcl-1/Bid interaction inhibition; Q07820; TR-FRET Mcl-1/Bid-Dy647 peptide binding, 1536-well; inhibition, % at 21.7 µM; 0.97% of 220,000 active; AID 1021;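 active = compounds that cut the binding signal by more than half at the single screening dose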;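 also: His-tagged Mcl-1 with europium anti-His antibody binding Bid BH3 peptide; 0% = Mcl-1 plus peptide wells and 100% = peptide-only wells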
# Pf gamet viab – P. falciparum stage V gametocyte viability inhibition; P. falciparum stage V gametocytes, ATP luminescence, 24 h; inhibition, % at 10.9 µM; 0.065% of 150,000 active;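 active = inhibition above the mean plus 3 SD of compounds within the control limits, set per campaign, cut at about 38% in these data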;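 also: 0% = DMSO wells and 100% = medium only without gametocytes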
# HRas wt GTP bind – human HRas wildtype GTP binding, change in either direction. P01112. GST-Ras wt beads, Bodipy-FL-GTP binding, flow cytometry; actives lie on both sides. GTP binding activity, % at 10 µM. 0.14% of 190,000 active;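 active = GTP binding activity at least 20% away from the 100% baseline, either lowered as inhibitor or raised as activator; inconclusive = flagged as likely green fluorescent, judged across all proteins in the well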;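 also: 0% = unlabeled GTP competition control and 100% = no-compound control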
# Active calls of the source: *; u = inconclusive; x = no result given.
SMILES,Cdc42 wt,Mcl1-Noxa inh,Rac1 wt GTP bind,Rab7 wt modul,Rac1 act GTP bind,RGS8-Gao,Rab2A wt mod,Mcl-1 Bim block,Mcl1-Bid inh,Pf gamet viab,HRas wt GTP bind
CCOc1ccc(C(=O)C[n+]2ccccc2C)cc1,104,17,102,102,98,101,99,0,7,15,100
CC1=Nc2ccc(C)c3nc(C)cc(c23)N1c1ccc(C)cc1,99,-8,103,99,100,107,98,-2,1,-49,99
Cc1c(NC(=S)NC(NC(=O)C(C)(C)C)C(Cl)(Cl)Cl)c(=O)n(-c2ccccc2)n1C (stereo not given),101,4,102,98,97,100,97,-2,-27,-8,97
CC(C)CC(=O)NC(=S)Nc1ccc(F)cc1F,98,3,99,104,97,102,100,0,-85,4,98
Cc1c(CNCCC2=CCCCC2)c(C(=O)O)c(C)n1Cc1ccccc1,94,11,96,105,94,103,96,-1,-13,x,96
CCOc1ccc(OCC)c(-c2c(=O)n(OCc3ccc(Cl)cc3)c3ccccc3[n+]2[O-])c1,100,-20,105,94,100,96,99,0,-6,x,100
CCOc1ccc(NC(=S)N2CCc3cc(OC)c(OC)cc3C2COc2ccc3c(C)cc(=O)oc3c2)cc1 (stereo not given),97,-11,97,98,98,101,97,-4,-48,-2,97
CCc1ccc(OCc2nnc(SCC(=O)Nc3cccc(C(=O)N4CCOCC4)c3)o2)cc1,100,7,104,99,99,104,100,-4,-22,-4,101
CCOC(=O)c1ccc(NC2c3ccccc3C(=O)N2c2ccc(C)cn2)cc1 (stereo not given),96,0,95,97,95,102,97,0,-3,x,96
COC(=O)c1c(NC(=O)c2nc3ccccc3s2)sc2c1CC(C)(C)NC2(C)C,100,7,102,94,100,105,96,-1,0,x,97
CCOc1ccc2c(c1)n([O-])c1c([n+]2=O)CCCC1,102,26,108,101,101,101,105,-1,-21,-3,103
Cc1c(NC(=O)COC(=O)c2ccccc2Cl)c(=O)n(-c2ccccc2)n1C,98,-17,103,94,97,105,94,-1,-18,-3,96
COc1ccc(CCn2c(C)cc(C(=O)CSc3nc(N)cc(=O)[nH]3)c2C)cc1,105,8,101,104,100,96,101,-1,-11,x,103
CN(C)S(=O)(=O)N1CCN(CC(O)COc2ccc3cc(Br)ccc3c2)CC1 (stereo not given),104,-12,105,99,104,102,105,-3,2,-10,101
C/C(=N/NC(=O)Cc1ccccc1)c1ccc(C)s1,104,5,104,100,100,102,101,-2,-10,2,103
CC1SC(=Nc2ccccc2)N(S(=O)(=O)c2ccccc2)C1=O (stereo not given),99,-9,102,101,99,114,101,-8,-29,24,99
CSc1nc(N2CCCC2)c2c(c1C#N)CC(C)(C)OC2,99,11,100,102,98,103,96,-4,-10,x,98
O=C1CC(c2ccc3c(c2)OCO3)Sc2nc3ccccc3n21 (stereo not given),95,-3,97,95,98,99,96,-1,-18,x,98
CCOC(=O)C1CCN(S(=O)(=O)c2ccc(C)cc2)CC1,98,6,102,102,99,102,100,-1,-9,22,97
O=C(c1cn(-c2ccccc2)nc1-c1cccs1)N(CCO)Cc1ccccc1,96,19,101,94,100,102,95,1,28,x,97
Cc1nn(-c2ccccc2)c2c1C(c1ccco1)C(C#N)=C(N)O2 (stereo not given),100,15,101,98,98,101,99,3,-13,13,99
Cc1cccc2cc3c(N)c(C#N)sc3nc12,100,30,100,98,99,97,96,4,-8,x,98
Cc1ccc(S(=O)(=O)NC(CC(=O)O)c2ccccc2)c(C)c1 (stereo not given),96,4,101,96,97,101,96,-2,-9,x,99
COc1ccc(C2N3CC4(C)CN2CC(C)(C3)C4)cc1OC (stereo not given),106,19,112,100,101,109,102,-33,3,x,103
CCCc1ccc(C(=O)/C=C/N(C)C)cc1,95,9,101,97,98,88,97,-1,-38,-17,97
# Carrying on.
SMILES,Cdc42 wt,Mcl1-Noxa inh,Rac1 wt GTP bind,Rab7 wt modul,Rac1 act GTP bind,RGS8-Gao,Rab2A wt mod,Mcl-1 Bim block,Mcl1-Bid inh,Pf gamet viab,HRas wt GTP bind
COc1ccc(CNc2nc(-c3cccnc3)nn2C(=O)c2cccs2)cc1,101,14,103,101,99,102,102,-1,4,1,101
O=C1CSC(c2cccs2)N1c1ccccc1 (stereo not given),107,10,106,101,102,101,103,-3,2,-25,105
CCOCCCNc1nc(=S)[nH]c2cc(OC)c(OC)cc12,u,35,u,u,u,88,u,13,-61,x,u
CC(=O)c1cccc(NC(=O)Cn2nc(-c3ccccc3Cl)ccc2=O)c1,101,-3,99,104,95,103,100,3,-2,x,100
CCn1c(SCC(=O)Nc2sc3c(c2C#N)CCC(C(C)(C)C)C3)nnc1-c1ccco1 (stereo not given),103,15,102,103,96,99,99,-1,-31,x,102
COc1ccc(-c2nn(-c3ccccc3)cc2/C=C(/C#N)C(N)=O)cc1[N+](=O)[O-],104,28,104,100,102,100,99,-1,65*,x,100
O=C(O)c1ccccc1N/N=C\c1ccnc2ccccc12,101,40,99,98,97,100,99,-2,-2,-22,101
COCc1cc(C)nc(OCC(=O)N/N=C/c2ccc(C)o2)c1C#N,97,19,99,101,97,104,98,1,-6,-12,98
Cc1ccccc1CC1(CO)CCCN(Cc2ccc(C#CC(C)(C)O)cc2)C1 (stereo not given),99,6,106,104,98,105,99,-1,-20,x,102
CCCCOC(=O)Cn1cnc2ccc(Br)cc2c1=O,106,-7,104,105,102,100,106,-3,-17,-6,106
CCN1CCN(Cc2c(O)ccc3c(=O)c(-c4ccccc4OC)coc23)CC1,97,-5,94,99,93,102,93,-3,-16,x,97
OC1(c2ccccc2)CCN(Cc2ccccc2)CC1,96,37,99,91,94,94,94,2,-4,-26,93
CCOC(=O)N1CCN(C(=O)c2cn(-c3ccc(C)c(C)c3)c(=O)c3ccccc23)CC1,99,8,101,99,98,101,99,1,0,9,99
NS(=O)(=O)c1cccc(NC(=O)CSc2ncc(C(F)(F)F)cc2Cl)c1,97,4,100,102,98,100,98,-4,-36,3,98
Cc1ncc(C23CC4CC(CC(C4)C2)C3)[nH]1,100,-4,100,105,97,96,104,3,-16,x,102
CC1(C)NC(=O)N(CCOc2cccc(Cl)c2Cl)C1=O,98,-3,97,96,96,100,97,-1,-9,x,98
O=C(N/N=C/c1ccc(N2CCCCC2)o1)C(O)(c1ccccc1)c1ccccc1,102,12,105,103,99,85,99,-6,-30,x,100
COc1ccc(-c2nn(-c3ccccc3)cc2/C=C(\CC(=O)O)c2nc3ccccc3s2)cc1OC,85,12,88,94,85,95,87,0,-26,x,88
CCOc1ncccc1C(=O)Nc1cccc(Cl)c1Cl,92,-6,93,93,93,97,94,1,-11,-11,95
CCOC(=O)c1sc(N)c(C(=O)OC)c1C,93,11,93,106,93,92,96,0,-35,-10,97
Cc1cc(Oc2ccc(OCC(N)=O)nn2)nc(Cl)n1,95,3,99,91,96,101,94,-1,-19,0,97
CCC(C)NS(=O)(=O)c1ccc(NS(C)(=O)=O)cc1 (stereo not given),101,-12,103,102,98,105,101,-1,7,36,101
CCc1cc2c(COC(=O)c3c(C)noc3C)cc(=O)oc2cc1O,93,16,92,103,93,103,94,-1,-22,-2,92
CCOC(=O)Cn1c(=O)oc2cc(S(=O)(=O)NCc3ccccn3)ccc21,106,-22,104,100,99,102,101,0,-26,x,102
O=C(NCc1ccco1)C(c1cccs1)N(Cc1ccccc1)C(=O)Cn1nnc2ccccc21 (stereo not given),96,27,93,92,92,106,94,0,-3,x,96

# Two compounds picked at random from those above, as already listed:
SMILES,Cdc42 wt,Mcl1-Noxa inh,Rac1 wt GTP bind,Rab7 wt modul,Rac1 act GTP bind,RGS8-Gao,Rab2A wt mod,Mcl-1 Bim block,Mcl1-Bid inh,Pf gamet viab,HRas wt GTP bind
CCCc1ccc(C(=O)/C=C/N(C)C)cc1,95,9,101,97,98,88,97,-1,-38,-17,97
CCOc1ccc2c(c1)n([O-])c1c([n+]2=O)CCCC1,102,26,108,101,101,101,105,-1,-21,-3,103

# (more compounds)
SMILES,Cdc42 wt,Mcl1-Noxa inh,Rac1 wt GTP bind,Rab7 wt modul,Rac1 act GTP bind,RGS8-Gao,Rab2A wt mod,Mcl-1 Bim block,Mcl1-Bid inh,Pf gamet viab,HRas wt GTP bind
C=CCc1ccc(OCCOCCN(C)C)c(OC)c1,103,-31,106,102,96,101,100,0,19,x,103
Cc1ccc(C)n1-c1ccccc1N,92,11,95,89,88,85,91,-5,-30,x,92
Cc1cc2ccccc2n2c(SCC(=O)NCc3cccs3)nnc12,91,67*,96,96,95,97,92,5,7,x,92
COc1ccc(NC(=O)Cn2cnc3c(cnn3C(C)(C)C)c2=O)cc1OC,98,0,102,99,99,102,99,0,-1,-4,99
COc1ccc(C2=NN(C(=O)c3cccs3)C(O)(C(F)(F)F)C2)cc1 (stereo not given),97,9,97,96,92,100,95,-2,-5,13,95
Cc1ccc(CSC2=NCCN2C(=O)c2ccco2)cc1,99,6,100,100,96,104,100,-5,0,x,97

# An excerpt from above in order of heavy-atom count, largest number first.
SMILES,Cdc42 wt,Mcl1-Noxa inh,Rac1 wt GTP bind,Rab7 wt modul,Rac1 act GTP bind,RGS8-Gao,Rab2A wt mod,Mcl-1 Bim block,Mcl1-Bid inh,Pf gamet viab,HRas wt GTP bind
COc1ccc(-c2nn(-c3ccccc3)cc2/C=C(\CC(=O)O)c2nc3ccccc3s2)cc1OC,85,12,88,94,85,95,87,0,-26,x,88
O=C(NCc1ccco1)C(c1cccs1)N(Cc1ccccc1)C(=O)Cn1nnc2ccccc21 (stereo not given),96,27,93,92,92,106,94,0,-3,x,96
O=C(N/N=C/c1ccc(N2CCCCC2)o1)C(O)(c1ccccc1)c1ccccc1,102,12,105,103,99,85,99,-6,-30,x,100
COc1ccc(NC(=O)Cn2cnc3c(cnn3C(C)(C)C)c2=O)cc1OC,98,0,102,99,99,102,99,0,-1,-4,99
CCOC(=O)Cn1c(=O)oc2cc(S(=O)(=O)NCc3ccccn3)ccc21,106,-22,104,100,99,102,101,0,-26,x,102
Cc1cc2ccccc2n2c(SCC(=O)NCc3cccs3)nnc12,91,67*,96,96,95,97,92,5,7,x,92
Cc1ccc(CSC2=NCCN2C(=O)c2ccco2)cc1,99,6,100,100,96,104,100,-5,0,x,97
CC1(C)NC(=O)N(CCOc2cccc(Cl)c2Cl)C1=O,98,-3,97,96,96,100,97,-1,-9,x,98
CCC(C)NS(=O)(=O)c1ccc(NS(C)(=O)=O)cc1 (stereo not given),101,-12,103,102,98,105,101,-1,7,36,101
CCOC(=O)c1sc(N)c(C(=O)OC)c1C,93,11,93,106,93,92,96,0,-35,-10,97
Cc1ccc(C)n1-c1ccccc1N,92,11,95,89,88,85,91,-5,-30,x,92
